miR122 inh – blocks miR-122 activity in Huh7 sensor cells; Huh7 miR-122 Renilla luciferase sensor, 48 h; neutral wells = 0, positive control = 100; activation (reporter increase), % at 12.5 µM; 340,000 tested, 0.3% active; AID 602342;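 active = mean replicate activation score at least 90 and every replicate individually at or above 90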;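 also: higher luciferase means less miR-122 activity so hits act as miR-122 inhibitors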
* hit, by the source's call.

SMILES	miR122 inh
COc1ccccc1CN1CCN(C(=O)COc2ccccc2)CC1	8
COc1ccc(C2SCC(=O)Nc3c2c(C)nn3-c2ccccc2)cc1OC (stereo not drawn)	-7
CC[N+](CC)(CC)CCCCCCCCCC[N+](CC)(CC)CC	-2
O=c1cccc2n1CC1CC2CN(Cc2cccc(Cl)c2Cl)C1 (stereo not drawn)	-2
OCC12CO[C@@H]3c4ccccc4[C@H](OC1)N32 (stereo partly drawn)	-1
CC(=O)Nc1ccc(S(=O)(=O)NC(CC(=O)N2CCC3(CC2)OCCO3)C(C)C)cc1 (stereo not drawn)	-1
COc1ccc(C(=O)C2CCCN(Cc3ccon3)C2)c(OC)c1 (stereo not drawn)	-1
Cc1ccc(C(=O)n2cc(CCN3CCS(=O)(=O)CC3)c3ccccc32)cc1	-1
CC1(C)CN2C(c3ccc(Cl)cc3)N2C1 (stereo not drawn)	-4
CCC(=NCc1ccc2c(c1)OCO2)c1c(O)n(C2CCCCC2)c(=O)[nH]c1=O	3
O=c1[nH]c2c(c(=O)n1C1CCCCC1)CCC2	-3
COc1ccc(Cn2c(N)c(C(=O)NCc3ccco3)c3nc4ccccc4nc32)cc1	-14
Cc1ccc(S(=O)(=O)N(C)CCCC(=O)N2CCN(c3ccccn3)CC2)cc1	0
C=CCn1c(O)c(C(C)=NCCc2ccccc2)c(=O)[nH]c1=O	6
CCOc1ccc(C2(C#N)CC[N+](C)(C)CC2)cc1	1
CNP1(NC)=Nc2nn(-c3ccccc3)c(N)c2C(c2ccccc2)=N1	9
Cc1nc2ccccc2c(=O)n1-c1ccc(F)cc1	-3
O=c1c2ccccc2nc(-c2ccco2)n1-c1nccs1	2
CC(=O)C1C(=O)NC23CCCCC2C1c1ccccc1O3 (stereo not drawn)	-4
O=c1[nH]c(=O)n(CCc2ccccc2)c(O)c1C=NCCN1CCNCC1	1
CN1C(=O)c2ccccc2Sc2ccc(C(=O)N3CCC4(CC3)OCCO4)cc21	-5
CCOC(=O)c1c(C)n(CCN2CCN(C)CC2)c2ccc(OC)cc12	4
C=CCOC(=O)C1=C(C)OC(N)=C(C#N)C12C(=O)N(CN1CCOCC1)c1ccccc12 (stereo not drawn)	0
O=C1NC(=O)N(c2ccc3c(c2)OCO3)C(=O)/C1=C/c1ccc(N2CCCCC2)o1	-5
Cc1cc(Cl)ccc1OCC(=O)N1CCN(C)CC1	-2
COc1cc2c(cc1OC)C(C(=O)NCCC(C)C)C1CCCCN1C2=O (stereo not drawn)	-4
O=C1NC(=S)N(C2CC2)C(=O)/C1=C/c1ccc2c(c1)CCN2CCCCl	-4
CC(=O)O[C@@H]1/C=C/[C@](C)(O)C[C@@H](C)C/C=C/[C@H]2[C@@H]3O[C@]3(C)[C@@H](C)[C@H]3[C@H](Cc4ccccc4)NC(=O)[C@@]312	-15
CC(C)n1cc(C(=O)N(CC(=O)NC(C)(C)C)Cc2ccccc2)cn1	-4
O=C(CNC1CCCCC1)N1CCC2(CC1)OCCO2	0
Cc1ccc2c(c1)N(CCC(=O)N1CCC3(CC1)OCCO3)C(=O)C(C)O2 (stereo not drawn)	-10
Cc1ccnc(-n2c(-c3ccco3)nc3ccccc3c2=O)c1	0
O=C(C1CCC(=O)N1Cc1ccccc1Cl)N1CCC2(CC1)OCCO2 (stereo not drawn)	-3
N#Cc1c(/N=C/c2c(O)n(Cc3ccco3)c(=O)[nH]c2=O)sc2c1CCCC2	-6
CC(C)OC(=O)C1C(=O)NC2(C)CC1c1ccccc1O2 (stereo not drawn)	-5
Cc1[nH]c2ccccc2c1CCN	-1
CN1CCN(c2ccc([N+](=O)[O-])c(N/N=C3\CN4CCC3CC4)c2)CC1	-28
Cc1c2ccncc2c(C)c2c1[nH]c1ccccc12	-22
COc1ccc(CCn2c(O)c(C=NCCCN(C)C)c(=O)[nH]c2=O)cc1OC	-14
O=c1c(C=NCCN2CCNCC2)c(O)n(C2CCCCC2)c(=O)n1C1CCCCC1	-5
COP(=O)(OC)C1(Nc2ccc(C)cc2)CCCCC1	1
CC(=Nc1c(C)n(C)n(-c2ccccc2)c1=O)c1c(O)n(Cc2ccccc2)c(=O)[nH]c1=O	-9
C=CCOC(=O)C1=C(C)OC(N)=C(C#N)[C@@]12C(=O)N(CC(N)=O)c1ccccc12	5
CN(C)CCCN=Cc1c(O)n(CCc2ccccc2)c(=O)[nH]c1=O	-6
Nc1ccc(N2CCN(Cc3ccccc3Cl)CC2)c(Cl)c1	-1
CCCCCSc1cc(OC)c(CCN)cc1OC	-1
O=C1NC(=O)C(Cc2cccs2)C(=O)N1	-1
COc1ccc(CCC(=O)N2CCC3(CC2)OCCO3)cc1	0
O=P(OCC(F)(F)C(F)F)(N1CCCCC1)N1CCCCC1	-4
Cc1c(C(=O)N2CCC3(CC2)OCCO3)sc2ncnc(N(C)c3ccccc3)c12	6
CN(C=O)CP(=O)(O)CN(C)C=O	-1
O=C(Cc1ccccc1)Oc1ccc(N2C(=O)C3CCCCC3C2=O)cc1 (stereo not drawn)	-10
O=P(Nc1c(Cl)cccc1Cl)(c1ccccc1)c1nc2c(s1)CCCC2 (stereo not drawn)	7
O=C(C1CC(=O)N(C2CCCC2)C1)N1CCC2(CC1)OCCO2 (stereo not drawn)	-2
N[C@@H](Cc1c[nH]c2ccccc12)c1nnc(SCc2ccccc2)o1	0
CCN(CC)CCN=Cc1c(O)n(CCc2ccccc2)c(=O)[nH]c1=O	-1
O=C1NC(=S)N(c2ccccc2F)C(=O)/C1=C\c1cccs1	-2
CCOC(=O)c1c(/N=C/c2c(O)n(-c3ccc(F)cc3)c(=S)[nH]c2=O)sc2c1CCCC2	-7
COc1cc(CN2CCN(C(=O)COc3ccccc3)CC2)cc(OC)c1OC	-9
N#CC1=C(N)Oc2c(c(=O)oc3ccccc23)C1c1cccnc1 (stereo not drawn)	1
Further entries follow:
SMILES	miR122 inh
Cc1ccc(N2C(=O)NC(=O)C(CCc3ccccn3)(Cc3cccc(Cl)c3Cl)C2=O)cc1 (stereo not drawn)	-2
C=CCN1C(=O)CSc2ccc(C(=O)N3CCC4(CC3)OCCO4)cc21	1
Cc1ccc(Cc2c(C)nc3nc(SCC(=O)N4CCC5(CC4)OCCO5)nn3c2C)cc1	-7
OCCNc1c2c(nc3ccccc13)CCCC2	-5
O=C1C2CCN(CC2)C1Cc1ccc(OCCOc2ccccc2)cc1 (stereo not drawn)	-6
O=C(c1ccc2c(c1)ncn2C1CCCCCC1)N1CCC2(CC1)OCCO2	12
O=C1NC(=O)C(CCc2ccncc2)(c2ccccc2)C(=O)N1	-14
CCCCn1c(O)c(C=NC2CCCCC2N)c(=O)[nH]c1=O (stereo not drawn)	-7
CC12CN3CC(C)(CN(C1)C3c1cccs1)C2O (stereo not drawn)	4
N#Cc1ccc(Cn2cc(C(=O)c3ccco3)c3ccccc32)cc1	2
CCCCCCn1c(N)c(C(=O)NCCN2CCOCC2)c2nc3ccccc3nc21	1
CCCNS(=O)(=O)c1ccc(OCC(=O)N2CCN(Cc3ccccc3)CC2)cc1	0
COc1cccc(N2C(=O)NC(=O)C3(Cc4cc(C)ccc4N(C)C3)C2=O)c1 (stereo not drawn)	4
Cn1c(O)c(C(=O)c2ccccc2F)c(=O)n(C)c1=O	-10
O=C(N/N=C/c1c(O)n(Cc2ccccc2)c(=O)[nH]c1=O)c1ccccc1	-7
COc1ccc(CCn2c(O)c(C=NCCCO)c(=O)[nH]c2=O)cc1OC	68
CCOc1ccc(N=Cc2c(O)n(C(C)(C)C)c(=O)[nH]c2=O)cc1	8
CC(=NCc1ccc(F)cc1)c1c(O)n(C)c(=O)n(C)c1=O	-3
CCC(=NCCc1c[nH]c2ccccc12)c1c(O)n(C)c(=O)n(C)c1=O	-7
CN1CCN(Cc2nc3ccccc3n2C)CC1	0
CNCCc1nc(N)n[nH]1	4
O=C(O)CP(=O)(O)c1ccc(Cl)cc1	0
CCOC(=O)C1=C(C)OC(N)=C(C#N)C12C(=O)Nc1ccc(C)cc12 (stereo not drawn)	25
COc1ccc(C2SCC(=O)Nc3c2c(=O)[nH]n3C2CCCCCC2)cc1OC (stereo not drawn)	-7
O=C(CN1C(=O)CN=C(c2ccccc2Cl)c2cc(Cl)ccc21)NCc1ccco1	1
CCCc1[nH]nc2c1C1(C(=O)N(CC(N)=O)c3ccccc31)C(C(=O)OC)=C(N)O2 (stereo not drawn)	2
C#CCNc1ccncc1S(=O)(=O)NC(=O)NC(C)C	0
COc1ccc(CC2C(=O)NC(=O)NC2=O)c(OC)c1	0
O=C(Nc1ccc(Cl)cc1)Nc1nccs1	24
COC(=O)C1=C(N)Oc2c(c(=O)oc3ccccc23)[C@]12C(=O)N(C)c1ccccc12	5
Cc1onc(-c2ccccc2)c1C(=O)N1CCC2(CC1)OCCO2	0
CC(=NCc1cccnc1)c1c(O)n(C2CCCCC2)c(=O)[nH]c1=O	-4
N=c1n(CCO)c2ccccc2n1Cc1ccccc1	-8
CCCC[n+]1cc(/N=C(\[O-])OC)on1	-2
COc1ccc(C(Nc2ccccc2)P(=O)(Oc2ccccc2)Oc2ccccc2)cc1 (stereo not drawn)	2
C1CNC2NCCNC2N1 (stereo not drawn)	-10
C=CCN1C(=O)NC(=O)/C(=C/c2cnc(SC)nc2)C1=O	5
COc1ccc(CCn2c(O)c(C=NCCN3CCCCC3)c(=O)[nH]c2=O)cc1OC	-1
CCOP(=O)(OCC)C(NC(=O)c1ccccc1Cl)=C(Cl)Cl	-7
Cc1c(N=Nc2c(O)n(Cc3ccccc3)c(=O)[nH]c2=O)c(=O)n(-c2ccccc2)n1C	-9
CCC(=NCc1ccc(F)cc1)c1c(O)n(C)c(=O)n(C)c1=O	-20
C=CCn1c(O)c(C(C)=Nc2cc(OC)ccc2OC)c(=O)[nH]c1=O	-2
COc1ccc2c(c1)CC1(CN2C)C(=O)NC(=O)N(c2ccc(F)cc2)C1=O (stereo not drawn)	1
CC(=O)Nc1ccccc1C(=O)OCC(=O)c1ccc2ccccc2c1	-13
CCCCn1c(O)c(C(CC)=NCc2ccc3c(c2)OCO3)c(=O)[nH]c1=O	0
O=C(c1cc2c(s1)-c1ccccc1OC2)N1CCC2(CC1)OCCO2	3
Cc1nc2nc(SCC(=O)N3CCC4(CC3)OCCO4)nn2c(C)c1Cc1ccccc1	-7
Clc1ccc2c(c1)C(c1ccccc1Cl)=NCc1nnc(N3CCN(CCSc4ccccc4)CC3)n1-2	-7
CN1C(=O)/C(=C/c2ccc(N3CCCCCC3)o2)C(=O)NC1=S	-11
O=C(Nc1ccccc1OC(=O)N1CCOCC1)N1CCOCC1	-1
CCCCOc1ccc(CN2CCN(CC)CC2)cc1	-10
COc1ccc(-c2nc3ccccc3c(=O)n2-c2cccnc2)cc1	3
O=C(C1CCCO1)N1CCC2(CC1)OCCO2 (stereo not drawn)	4
O=c1c2ccccc2nc(-c2ccco2)n1-c1ccncc1	-6
COC(=O)C1=C(c2ccc3ccccc3c2)C[C@@H]2CC[C@H]1N2C(=O)N1CCC(C)CC1	-10
O=C(c1ccc2nc(-c3ccco3)c(-c3ccco3)nc2c1)N1CCC2(CC1)OCCO2	-1
CC(c1ccc(F)cc1)n1cc(C(=O)NCc2ccc3c(c2)OCO3)nn1 (stereo not drawn)	7
CCN(CC)S(=O)(=O)c1ccc(N=Cc2c(O)n(-c3ccccc3)c(=O)[nH]c2=O)cc1	6
Cc1ccc(C(=O)C2CN(C)CC2C(=O)c2ccc(C)cc2)cc1 (stereo not drawn)	-1
Cn1nc(-c2ccc(OCC(=O)N3CCN(Cc4ccccc4)CC3)cc2)c2ccccc2c1=O	-1
The results go on:
SMILES	miR122 inh
Nc1ccccc1C(=O)OC1CSC1	-3
CN(C)Cc1ccccc1OC(=O)N(C)C	-5
C=CCN1C(=O)/C(=C/c2ccc(N3CCOCC3)o2)C(=O)NC1=S	2
CC(C)CNC(=O)c1c(N)n(Cc2ccco2)c2nc3ccccc3nc12	5
COc1ccc(-n2c(O)c(C(C)=NCCN3CCNCC3)c(=O)[nH]c2=O)cc1	3
COCCOC(=O)c1c(N)n(Cc2ccco2)c2nc3ccccc3nc12	17
COc1ccc(Cn2c(N)c(C(=O)NCc3ccco3)c3nc4ccccc4nc32)cc1OC	-6
Cc1nn(-c2ccccc2)c2c1CC1(C(=O)N(C)C(=O)N(C)C1=O)C1CCCCN21 (stereo not drawn)	4
CCCCc1nc(N2CCNCC2)c(C#N)c2c1CSC(C)(C)C2	-6
O=c1[nH]c(=O)n(-c2ccc(Cl)cc2)c(O)c1C=Nc1ccc(S(=O)(=O)Nc2nccs2)cc1	0
O=C1C2CCCN2C(c2ccncc2)N1c1ccc(Cl)c(Cl)c1 (stereo not drawn)	6
CCN(c1ccc(C(O)(C(=O)OC)C(F)(F)F)cc1)S(=O)(=O)c1ccc(C)cc1 (stereo not drawn)	0

Filtered by structure: those above containing a Cl atom (15)
SMILES	miR122 inh
O=c1cccc2n1CC1CC2CN(Cc2cccc(Cl)c2Cl)C1 (stereo not drawn)	-2
CC1(C)CN2C(c3ccc(Cl)cc3)N2C1 (stereo not drawn)	-4
Cc1cc(Cl)ccc1OCC(=O)N1CCN(C)CC1	-2
O=C1NC(=S)N(C2CC2)C(=O)/C1=C/c1ccc2c(c1)CCN2CCCCl	-4
O=C(C1CCC(=O)N1Cc1ccccc1Cl)N1CCC2(CC1)OCCO2 (stereo not drawn)	-3
Nc1ccc(N2CCN(Cc3ccccc3Cl)CC2)c(Cl)c1	-1
O=P(Nc1c(Cl)cccc1Cl)(c1ccccc1)c1nc2c(s1)CCCC2 (stereo not drawn)	7
Cc1ccc(N2C(=O)NC(=O)C(CCc3ccccn3)(Cc3cccc(Cl)c3Cl)C2=O)cc1 (stereo not drawn)	-2
O=C(O)CP(=O)(O)c1ccc(Cl)cc1	0
O=C(CN1C(=O)CN=C(c2ccccc2Cl)c2cc(Cl)ccc21)NCc1ccco1	1
O=C(Nc1ccc(Cl)cc1)Nc1nccs1	24
CCOP(=O)(OCC)C(NC(=O)c1ccccc1Cl)=C(Cl)Cl	-7
Clc1ccc2c(c1)C(c1ccccc1Cl)=NCc1nnc(N3CCN(CCSc4ccccc4)CC3)n1-2	-7
O=c1[nH]c(=O)n(-c2ccc(Cl)cc2)c(O)c1C=Nc1ccc(S(=O)(=O)Nc2nccs2)cc1	0
O=C1C2CCCN2C(c2ccncc2)N1c1ccc(Cl)c(Cl)c1 (stereo not drawn)	6

Assay outcomes (PubChem BioAssay)

The list is partial; count on the stated rates, not on these rows.
